Bioassay records deposited in PubChem by several laboratories.
NCOA2 inhibitor = inhibits human steroid receptor coactivator 2; Q15596; HEK293 GAL4-SRC2 luciferase reporter, luminescence; inhibition, % at 9 µM; 370,000 tested, 0.17% active; AID 651957;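 active means inhibition above the mean inhibition of all tested compounds plus 3 SD, set per campaign, cut at about 52% in these data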;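 further: 0% = DMSO treated cells and 100% = cells given Gossypol at 36 µM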
TLR9-MyD88 inh = TLR9-MyD88 interaction inhibition | CHO BLA complementation TLR9-MyD88, CCF4 FRET ratio | AID 504734 | Q9NR96+Q99836 | inhibition, % at 4.98 µM | 340,000 tested, 0.21% active;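 active means inhibition above the mean over all tested compounds plus 3 SD, cut at about 21% in these data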;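 further: 0% = DMSO only wells and 100% = clavulanate BLA inhibitor control wells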
TROY NFkB inh = inhibitors of TROY-dependent NF-kB signaling. Q293 LMP1-TROYcd NF-kB luciferase reporter, 4 h. inhibition, % at 10 µM. 360,000 tested, 0.98% active;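 active means compounds whose plate-normalised and pattern-corrected inhibition of the luciferase reporter signal at the single screening dose is 50% or more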
ABHD5 PLIN5 PPI = blocks binding of human ABHD5 to perilipin-5; Q00G26+Q8WTS1; AID 602281; Split G. princeps luciferase complementation, luminescence, 4 h; 360,000 tested, 0.78% active; inhibition, % at 4 µM;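 active means inhibition above the mean inhibition across every tested compound plus 3 SD, cut at about 22% in these data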;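 further: 0% = DMSO only wells and the 100% control is not disclosed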
Granule exo inh = lytic granule exocytosis inhibition; TALL-104 LAMP-1 surface exposure, flow cytometry; cells stimulated with thapsigargin and PMA; inhibition, % at 10 µM; 360,000 tested, 0.66% active;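 active means inhibition above about 55%, limit read from the data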
TWEAK-Fn14 inh = TWEAK-Fn14 signaling inhibition. TWEAK-stimulated Fn14 reporter cells, luciferase luminescence, 8 h. inhibition, % at 10 µM. 360,000 tested, 2% active; in the data active means inhibition above about 50%
NOD2-RIPK2 inh = NOD2-RIPK2 protein interaction inhibition; O43353; CHO BLA complementation NOD2-RIPK2, CCF4 ratio; inhibition, % at 4.98 µM; 360,000 tested, 0.38% active; AID 624267; in the data active means inhibition above about 21%;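 further: 0% = vehicle only and 100% = reference blocker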
NR5A2 inv ag = NR5A2 inverse agonism in reporter assay | O00482 | HEK293T StAR-luciferase reporter, LRH-1 transfected, 24 h | inhibition, % at 3.6 µM | 360,000 tested, 0.13% active | AID 602396;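 active means inhibition above the mean inhibition of all tested compounds plus 3 SD, cut at about 73% in these data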;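 further: 0% = DMSO wells and 100% = reporter-only cells lacking LRH-1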
NCOA1 inh = inhibits human SRC1 coactivator | inhibition, % at 3.6 µM | AID 588354 | HEK293 GAL4-SRC1 luciferase reporter, luminescence | Q15788 | 360,000 tested, 0.12% active;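 active means inhibition above the campaign mean plus 3 SD, with each screening campaign given its own cutoff, cut at about 60% in these data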;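 further: 0% = DMSO treated cells and 100% = gossypol at 36 µM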
Target sequence (Q15788 whole entry, looked up, the tested form may be a part): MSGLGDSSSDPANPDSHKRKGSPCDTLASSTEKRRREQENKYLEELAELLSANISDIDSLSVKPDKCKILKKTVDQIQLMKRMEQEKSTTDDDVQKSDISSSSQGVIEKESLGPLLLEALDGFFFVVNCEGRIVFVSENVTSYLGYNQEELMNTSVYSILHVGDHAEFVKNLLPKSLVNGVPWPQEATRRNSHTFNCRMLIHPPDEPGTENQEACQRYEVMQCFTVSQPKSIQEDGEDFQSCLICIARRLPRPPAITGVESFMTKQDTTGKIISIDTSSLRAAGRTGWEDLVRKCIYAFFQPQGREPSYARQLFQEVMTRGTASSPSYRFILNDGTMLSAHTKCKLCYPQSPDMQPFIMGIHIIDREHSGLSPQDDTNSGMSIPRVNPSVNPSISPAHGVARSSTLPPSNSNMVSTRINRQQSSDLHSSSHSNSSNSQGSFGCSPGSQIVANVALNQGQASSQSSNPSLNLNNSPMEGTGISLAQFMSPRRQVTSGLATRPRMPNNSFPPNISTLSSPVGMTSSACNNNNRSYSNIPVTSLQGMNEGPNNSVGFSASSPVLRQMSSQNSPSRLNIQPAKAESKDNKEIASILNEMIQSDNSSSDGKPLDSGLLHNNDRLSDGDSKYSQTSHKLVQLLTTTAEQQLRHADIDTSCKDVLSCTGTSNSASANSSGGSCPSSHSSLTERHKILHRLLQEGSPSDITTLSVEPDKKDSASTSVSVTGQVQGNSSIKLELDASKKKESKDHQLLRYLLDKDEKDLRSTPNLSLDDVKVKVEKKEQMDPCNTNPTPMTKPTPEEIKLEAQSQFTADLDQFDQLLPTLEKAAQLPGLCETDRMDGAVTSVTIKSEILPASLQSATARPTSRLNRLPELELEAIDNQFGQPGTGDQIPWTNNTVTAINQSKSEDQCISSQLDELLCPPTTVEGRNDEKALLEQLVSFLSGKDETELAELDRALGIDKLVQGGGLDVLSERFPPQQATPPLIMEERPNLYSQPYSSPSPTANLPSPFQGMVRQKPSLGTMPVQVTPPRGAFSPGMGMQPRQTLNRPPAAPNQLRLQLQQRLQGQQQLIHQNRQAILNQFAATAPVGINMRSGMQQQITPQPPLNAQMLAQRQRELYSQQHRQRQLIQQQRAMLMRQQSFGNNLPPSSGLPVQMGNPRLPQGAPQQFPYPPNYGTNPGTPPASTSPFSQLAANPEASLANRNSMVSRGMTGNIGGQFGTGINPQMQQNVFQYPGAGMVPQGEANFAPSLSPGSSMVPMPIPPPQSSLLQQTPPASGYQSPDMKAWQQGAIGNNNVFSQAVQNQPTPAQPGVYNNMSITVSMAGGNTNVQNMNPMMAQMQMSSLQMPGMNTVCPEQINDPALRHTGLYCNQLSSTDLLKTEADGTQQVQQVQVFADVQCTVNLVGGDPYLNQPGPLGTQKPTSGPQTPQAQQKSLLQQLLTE
SRC3 inh = inhibitors of human steroid receptor coactivator 3 (SRC3); inhibition, % at 3.6 µM; 360,000 tested, 0.17% active; HEK293 GAL4-SRC3 luciferase reporter, luminescence;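 active means inhibition above a per-campaign cutoff, the mean of all compounds plus 3 SD, cut at about 60% in these data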;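 further: 0% = DMSO-treated cells and 100% = gossypol-treated cells at 36 µM; higher means less SRC3-driven luciferase light from the GAL4 reporter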
COUP-TFII inh = blocks human COUP-TFII nuclear receptor | 370,000 tested, 0.7% active | inhibition, % at 8.6 µM | P24468 | HEK293T NGFI-A luciferase reporter, luminescence;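 active means inhibition above a per-plate cutoff, mean inhibition of test wells between control levels plus 3 SD, cut at about 38% in these data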;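 further: cells cotransfected with COUP-TFII expression vector driving the NGFI-A reporter; 0% = median of COUP-TF2 test wells and 100% = reporter-only cells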
Numbers without * were called inactive; / = not tested or not shown. An excerpt, so the mix of outcomes need not match the whole.

SMILES | NCOA2 inhibitor | TLR9-MyD88 inh | TROY NFkB inh | ABHD5 PLIN5 PPI | Granule exo inh | TWEAK-Fn14 inh | NOD2-RIPK2 inh | NR5A2 inv ag | NCOA1 inh | SRC3 inh | COUP-TFII inh
O=C(Nc1ccc(F)c(Cl)c1)C1CC2CCC1C2 (stereo not given) | -2 | 3 | -12 | -4 | -1 | 2 | 3 | -26 | -7 | 8 | -11
O=C(NCc1cccnc1)c1ccc(-c2ccc(F)c(F)c2)c2ccoc12 | 28 | / | 18 | 4 | 12 | 30 | 5 | 20 | 11 | -7 | 68*
CCc1nc2c(OCCC3CCCCC3)cccn2c1N(C=O)Cc1ccccc1 | -16 | / | -5 | 8 | 4 | 17 | 3 | -14 | -5 | 2 | 20
CC(NC(=O)Nc1cccc([N+](=O)[O-])c1)(C(F)(F)F)C(F)(F)F | -24 | 1 | -1 | 5 | -1 | -15 | -10 | 0 | -6 | 29 | -10
COc1ccc(NC(=O)CSc2nccn2C)cc1S(N)(=O)=O | 3 | 6 | 2 | 1 | -9 | -6 | -5 | -9 | 3 | 7 | 17
CCn1nccc1NC(=O)c1csc([C@@H]2O[C@H](CO)[C@H](O)[C@H](O)[C@H]2O)n1 | -20 | / | -6 | 2 | 6 | -3 | -3 | 4 | -24 | -3 | 1
Clc1ccc(Cn2nnc3ccccc32)cc1 | -10 | 1 | 17 | -2 | -10 | 13 | -2 | 17 | 5 | -1 | -15
CC(C)(C)c1ccc(OC(=O)c2ccc3nsnc3c2)cc1 | -10 | -6 | -29 | -3 | 3 | -4 | -2 | 3 | -2 | -15 | -1
CCN(CC)S(=O)(=O)c1cccc(NC(=O)c2cc3ccccc3o2)c1 | -21 | 3 | -45 | -3 | -2 | 19 | -2 | -8 | -16 | 3 | -3
N#C/C(C(N)=O)=C1/CCc2ccccc2N1 | 5 | 1 | -8 | 10 | -2 | 13 | -13 | 9 | 12 | 34 | 15
COc1ccc2c(c1OC)C(=O)N(c1ccc(C)c(C)c1)C2=O | -50 | -2 | -36 | 2 | -2 | -15 | 8 | 12 | -34 | -11 | 7
FC(F)(F)c1cccc(Sc2nc(-c3ccccc3)nnc2C(F)(F)F)c1 | -7 | 1 | 23 | 6 | 39 | 18 | 1 | 15 | -1 | -2 | 6
Cc1ccc2c(c1)C1CN(C)CCC1N2C(=O)c1cccc(S(=O)(=O)N(C)C)c1 (stereo not given) | 7 | 1 | 67* | -8 | -2 | 2 | 2 | -9 | -12 | 0 | -7
CN(C)c1ccc(N2C(=NC(=O)COc3ccccc3)SC3CS(=O)(=O)CC32)cc1 (stereo not given) | -15 | 5 | -20 | -10 | -2 | -6 | 9 | 0 | -8 | -12 | 7
COCCOc1cc(NC(=O)c2sccc2Oc2ccc([N+](=O)[O-])cc2F)c(Cl)cc1Cl | -5 | 7 | -7 | -4 | -10 | 14 | -5 | 13 | 21 | 23 | 6
COc1cc2oc3ccc(C#Cc4ccc(N)cc4)cc3c(=O)c2cc1OC | -13 | -12 | -90 | -4 | -6 | -87 | -2 | -94 | -41 | -76 | -11
CCC(CC)C(=O)c1c[nH]c(C(=O)N2CCN(c3ccc(OC)cc3)CC2)c1 | 5 | -2 | -10 | 3 | 0 | -12 | 2 | 13 | 10 | 12 | -6
CCOC(=O)c1csc(NC(=O)CCSc2ccccc2)n1 | -30 | -3 | -5 | 7 | 9 | -3 | 9 | 7 | 2 | -2 | 5
COc1ccc(S(=O)(=O)N(C)C[C@H]2Oc3ncc(Br)cc3C(=O)N([C@@H](C)CO)C[C@@H]2C)cc1 | 15 | 8 | 0 | 1 | -1 | 10 | -15 | -7 | -4 | -18 | 1
O=C(C(=O)N1CCN(c2ccncc2)CC1)c1cccc(Br)c1 | -19 | / | / | -8 | 6 | / | 5 | 1 | / | / | 0
CCOc1ccc(C2C(C#N)=C(N)Oc3cc(O)ccc32)cc1OCC (stereo not given) | -11 | 10 | -3 | 2 | 35 | -25 | 14 | -11 | -33 | 10 | 2
CCOc1cc(/C=C2\SC(=S)N(NS(=O)(=O)c3ccccc3)C2=O)ccc1O | 5 | 2 | -16 | 1 | -4 | 5 | -4 | 7 | 2 | -4 | -9
O=S(=O)(CCN1CCCCC1)CCS(=O)(=O)CCN1CCCCC1 | -22 | -7 | 61* | -13 | 14 | 10 | -1 | 1 | -7 | 10 | -8
COc1ccc(OCC(O)Cn2c(=N)n(Cc3ccccc3)c3ccccc32)cc1 (stereo not given) | -5 | -22 | 12 | -6 | 5 | 23 | 3 | 15 | -1 | 11 | 1
Cc1cc(-c2cccnc2)c(C#N)c(SCc2cccc(F)c2)n1 | -20 | 2 | 2 | 2 | 7 | -29 | 2 | -15 | 5 | -6 | -1
Next section:
SMILES | NCOA2 inhibitor | TLR9-MyD88 inh | TROY NFkB inh | ABHD5 PLIN5 PPI | Granule exo inh | TWEAK-Fn14 inh | NOD2-RIPK2 inh | NR5A2 inv ag | NCOA1 inh | SRC3 inh | COUP-TFII inh
CCc1c(C)sc(NC(=O)C2CC(c3c(F)cccc3Cl)=NO2)c1C#N (stereo not given) | -23 | -13 | -31 | 1 | -9 | -26 | 2 | -3 | -20 | 7 | 18
CCn1c(SCC(=O)Nc2ccc(C(C)=O)cc2)nnc1C1CC1 | -13 | 5 | 1 | -6 | -9 | -1 | 3 | 2 | -5 | -16 | -23
CCN(C(=O)CSc1nnc(-c2ccccc2)o1)c1c(N)n(Cc2ccccc2)c(=O)[nH]c1=O | 7 | -2 | -30 | 2 | 0 | 1 | -3 | -4 | 6 | 11 | -13
Cc1ccc(C(C)NC(=O)c2ccco2)cc1C (stereo not given) | -44 | -2 | 3 | -1 | -5 | 12 | 0 | 20 | 11 | 0 | 1
CCOc1ccc(S(=O)(=O)Nc2ccc(Cl)cn2)c(C)c1C | -27 | -5 | 15 | -8 | 12 | -4 | -9 | -14 | 13 | -4 | 2
COC(=O)c1cc(NC(=O)c2c(-c3c(Cl)cccc3Cl)noc2C)ccc1N1CCOCC1 | -34 | -14 | 5 | -1 | -6 | 2 | -6 | 1 | -8 | 10 | -20
COc1ccc(C(=O)Nc2nc(CC(=O)NCc3c(F)cccc3F)cs2)cc1 | -30 | -5 | -21 | 3 | -8 | 0 | -5 | -37 | -28 | -61 | -4
CC(C)(C)Nc1c(N)c(=O)oc2ccccc12 | 21 | 3 | -9 | 1 | 1 | -13 | 4 | -18 | -5 | 13 | -12
Cn1cc(Cl)c(C(=O)N2CCN(c3ncccn3)CC2)n1 | -19 | 3 | 2 | 1 | 2 | -3 | 6 | -3 | 7 | -10 | -5
CCCN1C(=O)NC2(O)C(=O)c3ccccc3C12O (stereo not given) | 10 | -5 | 7 | -11 | -2 | -20 | -5 | -2 | -9 | 11 | 2
CC1CN(S(=O)(=O)c2cccc(C(=O)Nc3ccc(S(=O)(=O)NC4=NCCCCC4)cc3)c2)CC(C)O1 (stereo not given) | -32 | -6 | 2 | -8 | -3 | -7 | -21 | -2 | -7 | 10 | -4
CCOC(=O)CSc1nnc(-c2ccc(S(=O)(=O)N3CCC(C)CC3)cc2)o1 | 7 | 1 | -9 | -1 | 9 | -4 | 3 | 1 | 12 | -1 | 20
Nc1nc(NCc2ccccc2Cl)n(-c2ccccc2)n1 | 13 | 7 | 6 | 0 | -2 | 6 | 5 | -2 | 6 | 9 | -7
C/C(=N\NC(=O)c1[nH]c2c([N+](=O)[O-])cc(C)cc2c1-c1ccccc1)c1cccnc1 | -11 | 3 | 0 | -3 | -3 | -18 | 3 | 2 | 2 | 14 | 12
COc1ccc(C(C)=O)cc1CS(=O)(=O)CC(=O)O | 19 | 8 | -14 | 3 | 3 | -4 | -14 | -14 | 16 | 8 | -5
Cc1ccc(NC(=O)c2ccc(Nc3c([N+](=O)[O-])cc([N+](=O)[O-])cc3[N+](=O)[O-])cc2)cc1 | 41 | -2 | 66* | 5 | 6 | 94* | 7 | -1 | -31 | 46 | 70*
CC(=O)c1ccc(Oc2cc(C)nc(NCc3ccccc3)n2)cc1 | -7 | -8 | 28 | 0 | -7 | 23 | -2 | -3 | -5 | -2 | 12
Clc1ccccc1-c1nnc2sc(-c3ccncc3)nn12 | -5 | -17 | 5 | 0 | -4 | 15 | -3 | 59 | 5 | 5 | 6
Cc1cc(NC(=O)Nc2cc(F)ccc2F)no1 | -11 | -13 | -17 | -3 | 2 | -20 | -7 | 2 | -21 | -24 | -14
O=C(CSc1ccccc1)N(c1ccc(Br)cc1)c1nccs1 | 21 | 0 | -8 | -5 | 3 | 4 | -9 | 4 | -21 | 2 | 3

Grouped by structure: those above containing a CF3 group.
SMILES | NCOA2 inhibitor | TLR9-MyD88 inh | TROY NFkB inh | ABHD5 PLIN5 PPI | Granule exo inh | TWEAK-Fn14 inh | NOD2-RIPK2 inh | NR5A2 inv ag | NCOA1 inh | SRC3 inh | COUP-TFII inh
CC(NC(=O)Nc1cccc([N+](=O)[O-])c1)(C(F)(F)F)C(F)(F)F | -24 | 1 | -1 | 5 | -1 | -15 | -10 | 0 | -6 | 29 | -10
FC(F)(F)c1cccc(Sc2nc(-c3ccccc3)nnc2C(F)(F)F)c1 | -7 | 1 | 23 | 6 | 39 | 18 | 1 | 15 | -1 | -2 | 6

Reformatted: entries from further up
Second line of a record – NCOA2 inhibitor	TLR9-MyD88 inh	TROY NFkB inh	ABHD5 PLIN5 PPI	Granule exo inh	TWEAK-Fn14 inh	NOD2-RIPK2 inh	NR5A2 inv ag	NCOA1 inh	SRC3 inh	COUP-TFII inh
> CCc1c(C)sc(NC(=O)C2CC(c3c(F)cccc3Cl)=NO2)c1C#N (stereo not given)
→ -23	-13	-31	1	-9	-26	2	-3	-20	7	18
> CCn1c(SCC(=O)Nc2ccc(C(C)=O)cc2)nnc1C1CC1
→ -13	5	1	-6	-9	-1	3	2	-5	-16	-23
> CCN(C(=O)CSc1nnc(-c2ccccc2)o1)c1c(N)n(Cc2ccccc2)c(=O)[nH]c1=O
→ 7	-2	-30	2	0	1	-3	-4	6	11	-13
> Cc1ccc(C(C)NC(=O)c2ccco2)cc1C (stereo not given)
→ -44	-2	3	-1	-5	12	0	20	11	0	1
> CCOc1ccc(S(=O)(=O)Nc2ccc(Cl)cn2)c(C)c1C
→ -27	-5	15	-8	12	-4	-9	-14	13	-4	2
> COC(=O)c1cc(NC(=O)c2c(-c3c(Cl)cccc3Cl)noc2C)ccc1N1CCOCC1
→ -34	-14	5	-1	-6	2	-6	1	-8	10	-20
> COc1ccc(C(=O)Nc2nc(CC(=O)NCc3c(F)cccc3F)cs2)cc1
→ -30	-5	-21	3	-8	0	-5	-37	-28	-61	-4
> CC(C)(C)Nc1c(N)c(=O)oc2ccccc12
→ 21	3	-9	1	1	-13	4	-18	-5	13	-12
> Cn1cc(Cl)c(C(=O)N2CCN(c3ncccn3)CC2)n1
→ -19	3	2	1	2	-3	6	-3	7	-10	-5
